STK33 kinase inh = human STK33 kinase inhibition | Q9BYT3 | purified STK33, MBP phosphorylation, ADP-Glo luminescence | inhibition, % at 10 µM | hit rate 0.073% among 320,000 | AID 2661;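 active = inhibition at or above 25%, using the most active replicate where run in duplicate; inactive = inhibition below 25%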
Target sequence (Q9BYT3 whole entry, looked up): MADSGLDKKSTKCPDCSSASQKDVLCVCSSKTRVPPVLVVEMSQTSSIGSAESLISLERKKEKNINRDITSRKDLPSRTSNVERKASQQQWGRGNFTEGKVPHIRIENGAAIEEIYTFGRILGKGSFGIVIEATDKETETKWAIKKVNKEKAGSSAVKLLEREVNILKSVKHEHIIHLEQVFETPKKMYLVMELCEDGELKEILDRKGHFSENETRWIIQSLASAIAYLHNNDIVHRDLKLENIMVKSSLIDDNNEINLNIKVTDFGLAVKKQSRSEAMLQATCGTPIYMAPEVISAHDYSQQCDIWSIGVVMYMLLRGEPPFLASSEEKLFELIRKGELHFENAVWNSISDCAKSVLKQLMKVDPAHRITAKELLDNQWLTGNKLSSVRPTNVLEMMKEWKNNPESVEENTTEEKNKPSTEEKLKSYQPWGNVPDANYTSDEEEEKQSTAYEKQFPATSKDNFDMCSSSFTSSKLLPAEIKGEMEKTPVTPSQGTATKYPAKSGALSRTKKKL
Numbers without * were called inactive.

molecule	STK33 kinase inh
CN(CC(=O)Nc1cccc(F)c1)C(=O)c1sc2ccccc2c1Cl	-1.8
O=c1oc2ccc(C#CC3(O)CCCCC3)cc2cc1-n1cc(-c2ccsc2)nn1	-1.5
CC(Sc1nncs1)C(=O)Nc1ccc(S(=O)(=O)Nc2ncccn2)cc1 (configuration not stated)	-0.8
COc1cc(/C=C2\SC(=S)N(NC(C)=O)C2=O)ccc1OC(=O)c1ccco1	-0.5
CC1CCCCC1NC(=S)NC(=O)c1ccccc1Cl (configuration not stated)	-1.4
O=C(NCc1ccco1)c1cccc2c1C(=O)c1ccc(N3CCCC3)cc1S2(=O)=O	-0.8
COc1ccc(N(Cc2ccccc2)S(=O)(=O)c2cccc(C(=O)Nc3ncccc3C)c2)cc1	-0.4
CNC[C@H]1Oc2ccc(NC(=O)Nc3ccc4c(c3)OCO4)cc2C(=O)N([C@H](C)CO)C[C@@H]1C	0.6
CC(C)(C)OC(=O)C[C@@H]1C/C=C\C[C@@H](CC(=O)NCCO)C(=O)NC[C@H](c2ccccc2)OC1=O	0.0
COc1ccc(NC(C)=O)cc1NC(C)C(=O)Nc1cccc(S(=O)(=O)N2CCOCC2)c1 (configuration not stated)	-1.2
COc1ccc2cc(C3=CCCCC3)ncc2c1	0.7
CC(Oc1ccc(Br)cc1)C(=O)NCCCN1CCCC1=O (configuration not stated)	-0.9
CCOC(=O)/C=C/[C@H]1Cc2ccccc2CO1	-2.1
NC(=O)C1CCN(CC(=O)Nc2ccccc2C(=O)NC2CC2)CC1	0.3
Cc1ccc(NC(=O)c2c(F)cccc2Cl)cc1S(=O)(=O)N1CCOCC1	-0.4

Next section; the last 6 above are carried over.
molecule	STK33 kinase inh
COc1ccc(NC(C)=O)cc1NC(C)C(=O)Nc1cccc(S(=O)(=O)N2CCOCC2)c1 (configuration not stated)	-1.2
COc1ccc2cc(C3=CCCCC3)ncc2c1	0.7
CC(Oc1ccc(Br)cc1)C(=O)NCCCN1CCCC1=O (configuration not stated)	-0.9
CCOC(=O)/C=C/[C@H]1Cc2ccccc2CO1	-2.1
NC(=O)C1CCN(CC(=O)Nc2ccccc2C(=O)NC2CC2)CC1	0.3
Cc1ccc(NC(=O)c2c(F)cccc2Cl)cc1S(=O)(=O)N1CCOCC1	-0.4
Cc1ccc(NC(=O)c2ccc(Cl)c(S(=O)(=O)N3CCCCC3)c2)nc1	0.8
CCc1cccc2c(C(=O)CN3C(=O)C(=O)N(C4CCCC4)C3=O)c[nH]c12	-1.7
COc1cc2oc(=O)ccc2cc1[C@H](O)[C@@H](O)C(C)(C)O	-0.9
O=c1c(OC2OC(CO)C(O)C(O)C2OC2OC(CO)C(O)C(O)C2O)c(-c2ccc(O)cc2)oc2cc(O)cc(O)c12 (configuration not stated)	3.2
O=C1c2ccc(-c3ccc(F)cc3OCc3ccccc3)cc2S(=O)(=O)c2cccc(C(=O)N3CCN(c4ncc(Cl)cc4Cl)CC3)c21	-0.4
c1ccc2c3n(nc2c1)CCCCO3	-0.5
Cc1cnc(C(=O)OC(C)C(=O)Nc2ccc(Oc3ccccc3)cc2)cn1 (configuration not stated)	-1.4
COc1ccc(Cl)cc1C1=CC(=O)C[C@H](c2ccc(F)cc2)C1	0.0
CN(C(=O)CSc1nc2ccccc2c(=O)n1C)C1CCS(=O)(=O)C1 (configuration not stated)	0.3
COc1ccc(CCNC(=O)c2cc(C3CC3)nc3c2cnn3C(C)C)cc1OC	0.1
Cc1cccc(-n2ncc3c(=O)[nH]c(SCC(=O)Nc4cc(C)on4)nc32)c1	-0.6
CNS(=O)(=O)c1cccc(C(=O)OCC(=O)NC2CCCC(C)C2C)c1 (configuration not stated)	-1.6
NS(=O)(=O)c1ccc(CCNC(=O)c2ccc(Cl)c(S(=O)(=O)NCc3ccco3)c2)cc1	0.8
O=c1oc(CCCO)cc2ccccc12	0.0
C[C@H](CO)N1C[C@H](C)[C@@H](CN(C)S(=O)(=O)c2ccccc2)Oc2c(NC(=O)CCC(F)(F)F)cccc2C1=O	1.8
C/C(=C\c1ccccc1)C1Nc2cccc3cccc(c23)N1	-0.8
CCCCCn1c(=O)[nH]c2cc(C(=O)NCCN3CCOCC3)ccc2c1=O	0.2
OCC[C@H]1C[C@@H](O)[C@H](O)[C@@]2(CCc3ccccc3O2)O1	-0.2
COc1ccc(NC(=O)COC(=O)CN2C(=O)C3CC=CCC3C2=O)c([N+](=O)[O-])c1 (configuration not stated)	-2.5
NC(=O)Nc1ccc(C(=O)OCC(=O)NCc2ccc3c(c2)OCO3)cc1	1.3
CC(=O)N1CCN(C(=O)C(Cc2ccccc2)NC(=O)c2ccccc2)CC1 (configuration not stated)	1.8
COc1cc(OC)cc(-c2c(C#Cc3ccsc3)c3cc(-c4cc(OC)c(OC)c(OC)c4)ccc3n2C)c1	-1.4
O=C(OCC(=O)N1CCOCC1)c1ccc2ccccc2c1O	-0.5
CN(C)CC/C=C1\c2ccccc2CSc2ccccc21	0.1
Nc1cc(=O)[nH]c(SCC(=O)Nc2ccc(N3CCOCC3)cc2)n1	-2.1
Cc1cc(C)c(C(=O)COC(=O)c2c(C)noc2C)cc1C	-2.2
C=C[C@]1(C)C=C2CC[C@H]3[C@@](C)(CCC[C@@]3(C)C(=O)O)[C@@H]2CC1	-0.4
CC(C)NC(=O)N(C)C[C@@H]1Oc2c(NS(=O)(=O)c3ccccc3)cccc2C(=O)N([C@@H](C)CO)C[C@@H]1C	-1.4
CC[C@]12c3[nH]c4ccccc4c3CCN1C(=O)C(CC(=O)NCc1cccc(C(F)(F)F)c1)C[C@@H]2C(=O)N1CCN(C(=O)C2CC2)CC1 (some centres not stated)	-0.9
O=C(COC(=O)Cn1nc(-c2ccccc2)oc1=O)Nc1ccc(F)cc1	-0.3
Cc1cccc(C(=O)N(Cc2ccco2)c2c(N)n(Cc3ccccc3)c(=O)[nH]c2=O)c1	-0.8
CCCN(C(=O)C(NC(=O)c1ccccc1)C(C)C)c1c(N)n(Cc2ccccc2)c(=O)[nH]c1=O (configuration not stated)	0.0
Cc1ccccc1OCC1Cc2c(nc(N)c(C#N)c2N)O1 (configuration not stated)	1.2
Cc1c(C(=O)Nc2cccc(S(=O)(=O)N3CCOCC3)c2)oc2ccc(Br)cc12	1.2
O=C(CCS(=O)(=O)c1ccc(Br)cc1)N1CCN(c2ccccc2)CC1	-1.3
CCN(C(=O)CN1CCC(C(=O)OC)CC1)c1c(N)n(Cc2ccccc2)c(=O)[nH]c1=O	-0.8
CC(=O)N1CCN(S(=O)(=O)c2cccc(C(=O)OCC(=O)N(Cc3ccccc3)C(C)(C)C)c2)CC1	-1.7
CC1CCCCN1C(=O)c1cc(S(=O)(=O)N2CCOCC2)ccc1Cl (configuration not stated)	-1.6
Cc1noc(C)c1S(=O)(=O)N(C)C[C@H]1Oc2c(NC(=O)NC3CCCCC3)cccc2C(=O)N([C@H](C)CO)C[C@@H]1C	-0.5
COC(=O)/C=C/C1=CN(Cc2ccccc2)CCC1=O	-1.1
O=C1C=C(c2ccc(F)cc2OCc2ccccc2)C[C@@H](c2ccc(F)cc2)C1	9.4
COc1ccc2sc(-c3ccc(SC)cc3)c(-c3ccc(O)cc3)c2c1	-0.8
O=C(Cc1coc2cc(O)ccc12)NNC(=O)c1ccc(Br)s1	-2.0
CN(CCOc1ccccc1)C(=O)c1cc(-c2ccco2)nc2ccccc12	-0.5
COc1ccc(CCC(=O)OCC(=O)NC(=O)c2ccc(Cl)cc2)cc1	-0.2

COc1ccc(NC(=O)CSc2nc3[nH]c(=O)cc(O)c3s2)cc1OC
  STK33 kinase inh: -0.6

COc1ccc(S(=O)(=O)N2CCOCC2)cc1NC(=O)CSc1nc(C)c(C)c(C)n1
  STK33 kinase inh: -1.9

NC[C@H](Cc1ccccc1)NCCc1cc(C(F)(F)F)cc(C(F)(F)F)c1
  STK33 kinase inh: 2.4

CC(=O)Nc1ccc(NC(=O)COC(=O)c2c(-c3ccccc3)noc2C)cc1
  STK33 kinase inh: -0.9

Cc1nnc(NC(=O)c2ccc(-c3cccc(C(F)(F)F)c3)o2)s1
  STK33 kinase inh: -0.7

COc1ccc2c(=O)cc(CO)oc2c1
  STK33 kinase inh: -0.8

CCc1ccc(NC(=O)CSc2nnc(Cn3c(=O)sc4ccccc43)n2C)cc1
  STK33 kinase inh: -0.1

COc1ccc(CNC(=O)COC(=O)CCN2C(=O)C3CC=CCC3C2=O)cc1OC (configuration not stated)
  STK33 kinase inh: -0.8

O=C(Nc1ccccn1)C1CCN(S(=O)(=O)c2ccccc2)CC1
  STK33 kinase inh: 2.4

Cc1ccc(S(=O)(=O)N(C)C)cc1NC(=O)c1ccccc1SCC(=O)N1CCCC1
  STK33 kinase inh: -1.3

NCCCC[C@@H](C(=O)NCCCCCCCCCCC(=O)N1CCNCC1)n1cc(CCCC(=O)O)nn1
  STK33 kinase inh: -0.9

COc1cc(C(=O)NNC(=O)c2ccccc2OCc2c(C)noc2C)cc(OC)c1OC
  STK33 kinase inh: 1.5

O=C(Nc1cc2c(cc1[N+](=O)[O-])OCCO2)c1cccnc1
  STK33 kinase inh: -1.2

Cc1ccc(SCC(=O)NC(=O)c2ccccc2Br)c(C)c1
  STK33 kinase inh: -0.7

CCc1noc(C)c1C(=O)OCC(=O)NCc1ccccc1OC
  STK33 kinase inh: -1.6

Cc1cc(C)cc(NC(=O)COC(=O)c2cccc(S(=O)(=O)N3CCCCC3)c2)c1
  STK33 kinase inh: -1.6

CCOc1ccc(NC(=O)CSc2nnc(C3CC3)n2C2CC2)cc1
  STK33 kinase inh: 0.2

CN(C)c1ccc(N=Cc2ccco2)cc1
  STK33 kinase inh: 0.1

CCOc1ncccc1C(=O)OCC(=O)NC(=O)c1ccccc1
  STK33 kinase inh: 1.7

CC[C@]1(c2ccccc2OC)ON(c2ccccc2C(F)(F)F)C1=O
  STK33 kinase inh: -0.4

CC[C@]12CCCN3CCc4c(n(c5ccccc45)C(=O)C1)[C@@H]32
  STK33 kinase inh: -0.8

O=C1C=C(c2cnc3ccccc3c2)C[C@@H](c2ccc3c(c2)OCO3)C1
  STK33 kinase inh: -4.1

COc1ccc(S(=O)(=O)c2ccccc2)cc1NS(=O)(=O)c1cccc(C(=O)O)c1
  STK33 kinase inh: -1.0

O=C(c1c(O)cc(O)cc1O)C1c2c(cc(O)c3c2O[C@H](c2ccc(O)cc2)[C@@H](O)C3)OC1c1ccc(O)cc1 (some centres not stated)
  STK33 kinase inh: 25

O=C(COC(=O)c1ccc2c(c1)OCO2)Nc1ccccc1F
  STK33 kinase inh: -1.5

Cc1cc(C)cc(N(CCC#N)C(=O)COC(=O)CCc2c[nH]c3ccccc23)c1
  STK33 kinase inh: -0.6

O=C(NC1CCC(O)CC1)c1cc(-c2ccc(Cl)cc2)nc2ccccc12 (configuration not stated)
  STK33 kinase inh: -0.9

O=C(CNC(=O)c1ccc(Cl)cc1)NNC(=O)c1ccc(Br)cc1
  STK33 kinase inh: -0.4

O=[N+]([O-])c1cc(S(=O)(=O)N2CCOCC2)ccc1OCc1cccc(Cl)c1
  STK33 kinase inh: -1.1

C[C@H](CO)N1C[C@H](C)[C@@H](CN(C)C(=O)Nc2ccc3c(c2)OCO3)Oc2ccc(NC(=O)CCN3CCOCC3)cc2C1=O
  STK33 kinase inh: -0.7

O=C(OCC(=O)N1CCOCC1)c1ccccc1OCc1ccccc1Cl
  STK33 kinase inh: -0.4

Cc1ccc(-n2ncc3c(=O)[nH]c(SC(C)C)nc32)cc1
  STK33 kinase inh: -0.9

C[C@H]1CN([C@@H](C)CO)C(=O)c2cccc(NC(=O)Nc3ccc(F)cc3)c2O[C@@H]1CN(C)Cc1ccc(C(=O)O)cc1
  STK33 kinase inh: -0.2

Cc1c(NC(=O)Nc2ccc(Cl)c(Cl)c2)c(=O)n(-c2ccccc2)n1C
  STK33 kinase inh: -2.1

C[C@H](CO)N1C[C@H](C)[C@@H](CN(C)C(=O)Nc2ccc(C(F)(F)F)cc2)Oc2ccc(NS(=O)(=O)c3cccs3)cc2C1=O
  STK33 kinase inh: 0.0

Cc1ccc(COC(=O)c2cccc(S(=O)(=O)N3CCCCCC3)c2)cc1
  STK33 kinase inh: 0.6

CN(CC(=O)NC1CCCC1)S(=O)(=O)c1cccc(Cl)c1
  STK33 kinase inh: -0.1

S=C(S)N1CCCC1
  STK33 kinase inh: -1.2

CCN(CC)C(=O)[C@H]1CC(CC(=O)NCc2ccc(OC)c(OC)c2)C(=O)N2CCc3c([nH]c4ccccc34)[C@]12C (some centres not stated)
  STK33 kinase inh: 0.6

O=C(NCCOc1ccccc1F)C1CC(=O)N(c2ccc3c(c2)OCCO3)C1 (configuration not stated)
  STK33 kinase inh: -1.4

CCCCNC(=O)OCC(CC)NC(=O)OC(C)C (configuration not stated)
  STK33 kinase inh: 7.0

Cc1ccc(CNC(=O)COC(=O)c2cc(=O)[nH]c3ccccc23)cc1
  STK33 kinase inh: -0.3

COc1cc(-c2cc(C(=O)Nc3ccncc3)c3ccccc3n2)cc(OC)c1OC
  STK33 kinase inh: -0.3

CC(C)(C)c1ccc(-c2nnc(SCC(=O)NC3CC3)o2)cc1
  STK33 kinase inh: 7.8

COCC(C)n1c(C)cc(C(=O)CN2c3cccc4cccc(c34)S2(=O)=O)c1C (configuration not stated)
  STK33 kinase inh: -0.3

COCc1c(C(=O)NCc2ccccc2CN2CCCC2)oc2ccccc12
  STK33 kinase inh: -0.1

O=C(Cn1ncc(Cl)c(Cl)c1=O)c1ccc2c(c1)OCCO2
  STK33 kinase inh: 0.8

CC(=O)Nc1ccc(S(=O)(=O)N(C)c2ccc(OCCOc3cccc(C)c3)cc2)cc1
  STK33 kinase inh: 1.2

CCCN(C(=O)Cc1coc2cc(OC)ccc12)C1CCS(=O)(=O)C1 (configuration not stated)
  STK33 kinase inh: -1.2

COc1cc(/C=C(/C#N)c2nc3ccccc3[nH]2)ccc1OCC(=O)Nc1ccccc1C
  STK33 kinase inh: -0.8

O=C1NC(=O)/C(=C/c2ccco2)N1
  STK33 kinase inh: 0.9

CCN1C(=O)[C@H]2[C@@H](c3ccc(-c4ccc(C(C)=O)cc4)cc3)N[C@@](C)(C(=O)OC)[C@H]2C1=O
  STK33 kinase inh: -1.3

COc1ccc2nc3oc(C(=O)NC4CCN(Cc5ccccc5)CC4)cc3cc2c1
  STK33 kinase inh: 3.1

CC(=O)c1cccc(NC(=O)COC(=O)CC2CC3CCC2C3)c1 (configuration not stated)
  STK33 kinase inh: -2.5

Random excerpt: 2 compounds from above, in no set order.
CC(=O)c1cccc(NC(=O)COC(=O)CC2CC3CCC2C3)c1 (configuration not stated)
  STK33 kinase inh: -2.5

CCN1C(=O)[C@H]2[C@@H](c3ccc(-c4ccc(C(C)=O)cc4)cc3)N[C@@](C)(C(=O)OC)[C@H]2C1=O
  STK33 kinase inh: -1.3

An excerpt; rates above refer to the full screens.
